# Source: PubChem
# eLon inh: inhibitors of E. coli Lon protease. P0A9M0. purified E. coli Lon protease, fluorescence polarization. inhibition, % at 7.94 µM. 360,000 tested, 0.42% active; in the data active = inhibition above about 13%, passing the limit was not always enough;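 note: 0% = enzyme with probe and DMSO and 100% = no enzyme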
# Target sequence (P0A9M0 whole entry, looked up): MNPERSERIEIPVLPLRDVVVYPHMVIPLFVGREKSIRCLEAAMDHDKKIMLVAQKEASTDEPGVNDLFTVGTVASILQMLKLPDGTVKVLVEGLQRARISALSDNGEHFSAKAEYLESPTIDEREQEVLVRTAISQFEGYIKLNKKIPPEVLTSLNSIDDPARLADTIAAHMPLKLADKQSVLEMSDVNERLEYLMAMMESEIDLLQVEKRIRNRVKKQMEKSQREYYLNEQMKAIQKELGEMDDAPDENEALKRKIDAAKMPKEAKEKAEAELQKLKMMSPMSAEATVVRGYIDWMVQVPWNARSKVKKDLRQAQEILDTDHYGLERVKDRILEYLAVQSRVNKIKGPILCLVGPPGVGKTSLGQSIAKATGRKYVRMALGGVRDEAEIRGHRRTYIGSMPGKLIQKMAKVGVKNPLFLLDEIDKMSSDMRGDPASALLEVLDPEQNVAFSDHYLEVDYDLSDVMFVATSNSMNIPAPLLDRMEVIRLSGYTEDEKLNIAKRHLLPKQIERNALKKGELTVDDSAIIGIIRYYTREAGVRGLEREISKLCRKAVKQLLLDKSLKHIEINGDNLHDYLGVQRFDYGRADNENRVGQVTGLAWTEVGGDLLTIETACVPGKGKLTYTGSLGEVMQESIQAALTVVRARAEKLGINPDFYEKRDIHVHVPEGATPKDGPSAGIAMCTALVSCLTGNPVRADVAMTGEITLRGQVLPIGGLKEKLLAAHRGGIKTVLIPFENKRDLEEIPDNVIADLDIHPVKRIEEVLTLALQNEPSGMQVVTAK
# MsrA act: activates bovine MsrA enzyme | 360,000 tested, 0.3% active | activation, % at 10.6 µM | purified bovine MsrA, absorbance read-out | AID 602163; in the data active = activation above about 7.5%;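 note: 0% = vehicle and 100% = reference activator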
# Tb MetRS inh: blocks T. brucei methionyl-tRNA synthetase activity; purified T. brucei MetRS, ATP depletion, Kinase-Glo luminescence; 360,000 tested, 0.4% active; inhibition, % at 11.9 µM;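 active = inhibition above a per-plate cutoff of the control wells' mean inhibition plus 3 SD, cut at about 5.5% in these data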;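 note: 0% = DMSO wells median and 100% = median of wells with control inhibitor compound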
#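 Material – parasite MetRS enzyme · Medium – HEPES-MgCl2-KCl buffer plus DTT, spermine, BSA, pyrophosphatase · Reagent – ATP, methionine and E. coli bulk tRNA substrates · Times – 15 min enzyme-compound preincubation, 2 h reaction, 10 min detection, 25 °C · Measured by – luminescence of leftover ATP · Evaluation – percent inhibition relative to median high and low control wells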
# Rin1-Abl PPI inh: blocks binding of human Rin1 to Abl; TR-FRET Rin1/Abl binding, biochemical; AID 588664; inhibition, % at 7.35 µM; 360,000 tested, 0.4% active; in the data active = inhibition above about 5%, passing the limit was not always enough
# FAS TE block: FAS thioesterase (human) inhibition; P49327; recombinant FAS-TE, OMFH fluorogenic substrate, fluorescence endpoint; inhibition, % at 15 µM; 360,000 tested, 0.67% active; AID 602261;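 active = compounds whose normalised, plate-corrected inhibition of enzyme fluorescence in the single-dose primary screen is 50% or more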;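 note: 0% = DMSO with enzyme and 100% = substrate without enzyme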
# Neddylation inh: blocks human cullin neddylation. TR-FRET cullin neddylation, biochemical. calls only at 25 µM. 360,000 tested, 0.58% active. AID 651699; in the data active = inhibition above about 36%
# PABP1 MLLE inh: inhibitors of microRNA-mediated deadenylation, human PABP1 MLLE binding. P11940. GST-MLLE / FITC-PAM2 fluorescence polarization. inhibition, % at 20 µM. 360,000 tested, 0.36% active. AID 588489; in the data active = inhibition above about 35%, passing the limit was not always enough;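 note: plate controls were DMSO wells with GST-MLLE for no effect and wells lacking GST-MLLE protein for full effect; some results filed as inactive read as strong as hits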
# MsrA inhibitor: inhibitors of bovine MsrA; purified bovine MsrA, absorbance read-out; inhibition, % at 15.5 µM; 360,000 tested, 0.75% active; AID 651718; in the data active = inhibition above about 4.5%;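 note: 0% = vehicle wells with enzyme and 100% = reference inhibitor wells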
# CSN inh: CSN deneddylation inhibition | Purified CSN, SCF-Nedd8-OG deneddylation, fluorescence polarization | 360,000 tested, 0.38% active | inhibition, % at 12.5 µM | AID 651999;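 active = pattern-corrected inhibition above about 35%, with an unprinted fluorescence ratio check between 0.5 and 1.5, limit read from the data, passing the limit was not always enough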;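 note: 0% = enzyme with substrate and 100% = substrate without enzyme; some results filed as inactive read as strong as hits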
#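 Material: human Csn5 produced in HEK293T cells; Input: enzyme 0.24 nM; Reagent: SCFSkp2-Nedd8OG substrate at 10 nM final; Dosing: 12.5 µM compound; Incubation: 90 min reaction at room temperature; Detection: fluorescence polarization of the substrate; Evaluation: % inhibition of substrate cleavage by Csn5; Control set: substrate-only high control, full reaction low control.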
# An asterisk follows results filed as active; i = inactive; . = not tested or not shown. No enrichment for hits; overall some 4% were active at least once.
SMILES,eLon inh,MsrA act,Tb MetRS inh,Rin1-Abl PPI inh,FAS TE block,Neddylation inh,PABP1 MLLE inh,MsrA inhibitor,CSN inh
CCOC(=O)N1CCC(NC(=O)c2cc(S(=O)(=O)N(CC)CC)ccc2F)CC1,-8,1,-0.1,1,-7,i,-2,.,-3
CCOc1cc(C(C(=O)NCC2CCCO2)N(C(=O)Cn2nnc3ccccc32)c2ccccc2C)ccc1O (stereo not drawn),3,-3,-0.7,0,-4,i,-8,0.2,-3
CC(Sc1nnc(N)s1)C(=O)Nc1nccs1 (stereo not drawn),-1,-3,-0.2,-3,-5,i,6,-0.5,-1
O=c1c2sccc2nc(SCc2cc(=O)n3cc(Br)ccc3n2)n1Cc1ccccn1,0,-6,-0.1,-11,5,i,26,1.0,1
Cc1ccc(S(=O)(=O)Cc2nc3ccccc3c(=O)[nH]2)cc1,3,0,-0.4,1,-11,i,3,0.9,3
CC1(C)NC(=O)N(CC(=O)NNC(=O)c2ccccc2F)C1=O,-5,-1,-0.4,1,-6,i,17,0.2,1
COc1cc(OC)cc(C(=O)Nc2ccc3nc4n(c(=O)c3c2)CCCC4)c1,5,-11,-1.9,2,-2,i,-8,-0.8,0
O=C(/C=C/c1cccc(Cl)c1)c1ccc([N+](=O)[O-])o1,-4,-3,-0.2,-6,-3,i,0,-0.4,18
Cc1occc1C(=O)Nc1cccc(C(=O)NCc2ccccc2)c1,-1,-12,-1.2,1,-3,i,-6,0.4,-1
Cc1ccc(S(=O)(=O)N2c3ccccc3NC(=O)C2CC(=O)Nc2ccccc2)cc1 (stereo not drawn),5,-9,-0.9,1,-2,i,-5,-1.2,5
CC(=O)C1C(c2cn(-c3ccccc3)nc2-c2cccs2)NC(=O)NC1(O)C(F)(F)F (stereo not drawn),-3,0,0.7,-1,-1,i,-7,.,0
Cn1cnc2c(cnn2C)c1=O,-16,-5,-0.3,6,-10,i,-71,0.8,0
CCCCn1c(=O)c(C(=O)OCC)c(O)c2ccccc21,-4,-6,-0.9,-2,-4,i,12,-1.4,3
O=C(Oc1cccc(F)c1)c1ccc2c(=O)n3c(nc2c1)CCC3,-5,-1,-0.3,-3,10,i,-17,0.7,-5
Cc1ccccc1-c1ncc(CN2CCC(CO)(CCCc3ccccc3)CC2)cn1,14,-7,-1.1,4,-1,i,2,-1.1,5
CCN1CCN(C(=O)CCc2nnc3ccc(N4CCN(c5cccc(OC)c5)CC4)nn23)CC1,-4,-3,0.5,-2,-4,i,0,-0.5,-1
COc1ccc(C(=O)CSc2nc(C)cc(=O)[nH]2)cc1,-7,-3,-0.7,3,-12,i,23,-0.2,-1
O=C(Cc1ccc(F)cc1)OCn1nnc2ccccc2c1=O,1,-2,0.3,-1,19,i,8,0.1,0
Cc1cc(C)cc(C(=O)NCC(=O)OCC(=O)Nc2ccc(C)cc2Br)c1,-7,-2,-1.2,0,5,i,-3,0.7,0
O=C(NCc1ccccc1Cl)C1CCCO1 (stereo not drawn),-2,0,-0.4,-1,-4,i,2,0.9,4
CC(C)NC(=O)c1cc2cc(Br)ccc2oc1=O,0,-6,-0.5,0,-2,i,-13,0.2,0
COC(=O)COc1ccc(S(=O)(=O)NCc2ccccn2)cc1,-11,-11,0.5,-1,-8,i,-8,1.1,3
CC(C)CC(NC(=O)C1CCC(C)CC1)C(=O)Nc1cccnc1 (stereo not drawn),-2,-2,-0.4,1,4,i,1,-0.3,0
COCCn1c(-c2cccs2)nc2nc3ccccc3nc21,5,-5,0.5,-3,3,.,5,4.4,3
COc1ccc(-c2nnc3c4ccccc4c(C)nn23)cc1S(=O)(=O)N1CCN(CCO)CC1,6,-2,-0.9,-5,-8,i,2,0.2,2
# The list continues.
SMILES,eLon inh,MsrA act,Tb MetRS inh,Rin1-Abl PPI inh,FAS TE block,Neddylation inh,PABP1 MLLE inh,MsrA inhibitor,CSN inh
CCn1cc(S(=O)(=O)Nc2ccc3c(c2)OCCO3)cn1,2,-7,-0.8,-1,-4,i,-9,-0.5,-1
COc1ccccc1N1CCN(C(=O)c2cc(-c3ccc4c(c3)OCO4)on2)CC1,2,-1,-0.5,-3,28,i,0,.,4
CCOC(=O)C1CCCN(c2nc3ccccc3nc2C(C#N)C(=O)OC(C)C)C1 (stereo not drawn),-2,-12,-1.2,3,21,i,-7,-0.3,-12
CC(C)(C)[C@@H]1COC(=O)[C@@H](Cc2ccc(F)cc2)C/C=C\C[C@H](CC(=O)N(CCO)Cc2ccccc2)C(=O)N1,-4,-1,-0.1,1,-5,i,0,0.0,2
Oc1ccc(Nc2ncnc3ccccc23)cc1,-3,-6,-1.0,0,-2,i,-4,2.5,-3
Cc1ccc(C)c(NC(=O)Cn2nc(C)c3ccccc3c2=O)c1,-11,-2,-0.3,4,-2,i,-4,-0.2,-1
Nc1c(-c2ccccc2)cnn1-c1ccccc1,-6,-1,-0.3,1,-2,i,9,-0.1,4
CCN(CC)CCn1cnc2c1c(=O)n(CCOC(=O)c1cc(OC)c(OC)c(OC)c1)c(=O)n2C,-7,-2,-0.4,2,0,i,-7,1.3,0
CCOC(=O)[C@]12CCCC=C1N(Cc1ccccc1)C(=O)[C@H](CC(=O)N1CCN(C(=O)C3CC3)CC1)C2,.,.,-0.2,.,.,i,.,0.2,-7
CCOC(=O)c1ccc(N2Cc3ccccc3C2=N)cc1,2,-2,0.0,1,-8,i,-28,-0.6,9
Cc1nnc(SCc2nc3sc(C(=O)O)c(C)c3c(=O)[nH]2)s1,-16,-2,-0.4,1,-4,i,-5,0.6,7
COC(=O)C1(C)NC(c2ccc(O)cc2)C2C(=O)N(c3ccc(F)cc3)C(=O)C21 (stereo not drawn),-3,-6,-1.2,-1,-4,i,-1,0.1,-2
c1ccc(CN2CCOCCOCCOCCOCCOCCOCC2)cc1,3,-3,0.2,1,-9,i,-2,-0.8,0
O=[N+]([O-])c1ccccc1CN1CCN(S(=O)(=O)Cc2ccccc2)CC1,2,-8,-0.7,2,7,i,11,-0.4,4
CN(CC(=O)Nc1ccc(N2CCOCC2)cc1)C(=O)CSc1ccccc1F,-1,-1,-0.2,0,-6,i,30,-0.3,-5
Cc1cc(C(=O)OCC(=O)NC2CCCC(C)C2C)c(C)o1 (stereo not drawn),-2,-3,-0.5,0,6,i,-6,0.0,0
O=C(Nc1ccc(Cl)cn1)c1ccccc1[N+](=O)[O-],-3,-4,-0.6,3,0,i,11,0.3,-9
O=C(CCCOc1ccccc1)Nc1cccc(S(=O)(=O)N2CCOCC2)c1,3,-1,-0.2,2,4,i,-10,0.0,-2
Cc1ccc(NC(=S)N2CCN(S(=O)(=O)c3ccccc3)CC2)cc1,-2,-2,0.3,0,3,i,-93,0.7,-5
CC(OC(=O)/C=C/c1cccs1)C(=O)Nc1ccc(S(N)(=O)=O)cc1 (stereo not drawn),3,-7,-1.3,-2,-4,i,-2,1.8,3
O=C(NCCc1ccccc1)c1nc2nc(-c3cccs3)cc(C(F)(F)F)n2n1,-3,-6,-1.3,1,-6,.,8,2.0,-3
CSc1ccccc1NC(=O)CN(C)CC(=O)c1c(C)[nH]c2ccccc12,-9,-3,0.1,-1,3,i,9,0.6,-1
CCCCN(C(=O)c1cc(S(=O)(=O)N2CCCCC2)ccc1Cl)c1c(N)n(CCC)c(=O)[nH]c1=O,-2,0,-0.2,0,-2,i,-36,-0.7,0
COc1cc(OC)cc(-c2c(-c3cccs3)c3cc(-c4ccc(N(C)C)nc4)ccc3n2C)c1,7,1,-0.2,2,37,i,-5,0.4,-1
Cc1ccc(C(=O)NC2CCCCC2)cc1,-1,-3,-0.9,1,-7,i,3,0.6,1
# Following part:
SMILES,eLon inh,MsrA act,Tb MetRS inh,Rin1-Abl PPI inh,FAS TE block,Neddylation inh,PABP1 MLLE inh,MsrA inhibitor,CSN inh
Cc1cc(C)c(NC(=O)c2ccccc2CCc2ccccc2)c(C)c1,-13,-3,-0.4,1,3,i,-1,-0.4,-1
CC(Sc1nccn1C)C(=O)c1c(N)n(C)c(=O)n(C)c1=O (stereo not drawn),-4,-5,-0.5,3,-7,i,-1,-0.5,-2
O=C(COc1cccnc1[N+](=O)[O-])N1CCN(C(=O)c2ccco2)CC1,-4,-2,-0.6,-4,-5,i,1,1.2,-8
O=C(Nc1ccc2[nH]ncc2c1)c1ccc(F)cc1,-8,-2,1.9,1,-14,i,1,1.1,-3
CCSC(=O)N=Nc1ccc(O)cc1,7,-2,0.4,-4,-2,i,29,1.0,-2
O=C(O)/C=C/C(=O)Nc1c(F)cccc1F,-2,-11,-1.3,2,-4,i,2,0.3,0
Cc1ccc(-c2nnc(SCC(=O)N3CCCc4ccccc43)n2N)cc1,0,-3,0.0,3,-4,i,-26,-0.1,-4
C/C(=N\Nc1ccc(S(N)(=O)=O)cc1[N+](=O)[O-])c1ccco1,5,-7,0.1,-9,0,i,2,9.2*,-5
CCN1CCN(CCC(=O)Nc2cccc(C)c2)CC1,-2,-4,-2.0,-2,-2,i,0,0.1,3
COc1ccc(N2C(=O)C(Cl)=C(N3CCCC(C)C3)C2=O)cc1 (stereo not drawn),-11,-1,-0.1,-1,11,i,16,0.3,-8
Nc1nc(SCC(=O)NC2CCCC2)[nH]c(=O)c1NC(=O)c1cccs1,-6,-9,-1.2,-9,-10,i,26,-0.5,0
COc1cc(C(C)=O)ccc1OCC(O)CN1CCN(c2ccc(C)c(C)c2)CC1 (stereo not drawn),-7,-1,-0.2,0,-4,i,-6,1.1,-3
COC(=O)c1sccc1NC(=O)c1csc(C)c1,-7,-9,-1.0,-10,24,i,11,0.2,-3
Cc1ccc(NS(=O)(=O)c2ccc(-c3ccc(=O)[nH]n3)o2)cc1N(C)C,4,-1,-0.2,4,-4,i,1,-0.2,-8
CCOc1c(OC(C)=O)ccc(/C=C/c2ccc3cccc(OC)c3n2)c1[N+](=O)[O-],3,2,0.1,0,33,i,-3,1.9,0
Cc1ccc(-n2nnnc2SCC(=O)NCC2(N3CCOCC3)CCCCC2)cc1,-4,-3,-0.2,0,0,i,-8,0.4,-1
Cc1cccc(C)c1NC(=S)Nc1ccccc1C(=O)NCc1ccco1,3,-2,-0.5,-1,-5,.,29,0.2,0
C#CCOCCOCCOCCNc1nc(N2CCN(C(=O)CCCCCCCCCCNC(=O)Cn3cc(C[C@@H](C)O)nn3)CC2)nc(N2CCN(C(=O)CCCCCCCCCCNC(=O)[C@@H](CCC(=O)O)n3cc(CCCCCN)nn3)CC2)n1,4,1,-0.3,4,-8,i,4,0.5,-4
COc1ccc(NC(=O)c2cc(N3C(=O)C4C5CCC(C5)C4C3=O)ccc2Cl)c(OC)c1 (stereo not drawn),3,0,0.5,4,-2,i,8,-1.1,2
Cc1ccc(C(=O)N2NC(c3ccc(F)cc3)C3C(=O)N(c4ccc(C)c(C)c4)C(=O)C32)cc1 (stereo not drawn),-2,-10,1.9,-2,11,i,-8,1.8,1
